Source: PubChem BioAssay
STAT3 activator – increases IL-6 driven STAT3 reporter signal; U3A cells, IL-6 STAT3-luciferase reporter, luminescence; 100% = signal with IL-6 EC80 alone; activation (% of control), % at 5.6 µM; actives 0.91% (n = 190,000);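 active = activation above the screen-wide mean of compound activation plus 3 SD, cut at about 130% in these data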;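 also: 0% = background luminescence of wells with medium and substrate only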
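Material: STAT1-lacking human U3A cells, STAT3 luciferase reporter | Benchmarks: IL-6-only wells as 100% reference | Probe or stimulus: IL-6 (33 ng/mL) | Timing: Compound 1 h, then IL-6 6 h at 37 °C | Detection: Luminescence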
bIAP activator – increases bovine intestinal alkaline phosphatase activity; purified bovine IAP, CDP-star luminescence, 30 min; active compounds read high; fold of DMSO-control signal, blank-subtracted; activation factor at 20 µM; actives 0.17% (n = 200,000); AID 1016;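 active = activation factor of 2 or more at 20 µM, a signal rise over negative controls twice the positive control's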
bIAP inh – intestinal alkaline phosphatase (bovine) inhibition | AID 1019 | 190,000 tested, under 10 active | purified bovine IAP, CDP-star luminescence, 30 min | inhibition, % at 20 µM;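 active = over 50% inhibition of intestinal alkaline phosphatase at 20 µM in the single-dose screen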
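System: Purified bovine intestinal alkaline phosphatase (IAP) enzyme | Input: IAP diluted 1/65,000,000 in the well | Also added: CDP-star chemiluminescent phosphatase substrate, 30 µM final | Dosing: 20 µM single dose | Times: Enzyme reaction for 30 min at room temperature | Detection: Luminescence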
PPARg SRC2 recr – agonists of SRC-2 recruitment by human PPARgamma. AID 1032. activation, % at 8 µM. PPARgamma LBD-SRC-2 recruitment, biochemical. actives 0.34% (n = 200,000); in the data active = activation above about 22%;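 also: 0% = vehicle and 100% = reference agonist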
Target sequence (P37231 whole entry, looked up, the tested form may be a part): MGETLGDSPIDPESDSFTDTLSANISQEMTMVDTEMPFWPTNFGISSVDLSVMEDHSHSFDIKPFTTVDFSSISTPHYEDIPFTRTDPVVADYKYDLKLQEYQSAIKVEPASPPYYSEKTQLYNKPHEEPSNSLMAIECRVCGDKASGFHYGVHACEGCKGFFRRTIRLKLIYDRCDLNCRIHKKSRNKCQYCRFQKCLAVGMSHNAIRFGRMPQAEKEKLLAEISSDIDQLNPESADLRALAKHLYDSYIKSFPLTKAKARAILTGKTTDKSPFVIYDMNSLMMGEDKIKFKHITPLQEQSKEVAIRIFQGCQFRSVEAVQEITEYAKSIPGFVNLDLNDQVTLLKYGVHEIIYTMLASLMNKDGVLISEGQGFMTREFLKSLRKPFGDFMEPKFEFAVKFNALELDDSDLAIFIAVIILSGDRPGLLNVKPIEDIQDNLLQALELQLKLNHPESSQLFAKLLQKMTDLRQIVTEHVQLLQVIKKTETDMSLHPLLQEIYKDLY
ROMK mod – human ROMK K+ channel modulation, primary screen; P48048; B-score at 10 µM; Tet-inducible ROMK, thallium flux fluorescence; actives lie on both sides; actives 2% (n = 130,000);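 active = signal ratio slope over the read window, or its plate-corrected B-score, at least 3 SD from the plate mean, either direction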;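 also: B-score of the F/F0 ratio slope over 7 to 12 s after thallium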
Target sequence (P48048 whole entry, looked up): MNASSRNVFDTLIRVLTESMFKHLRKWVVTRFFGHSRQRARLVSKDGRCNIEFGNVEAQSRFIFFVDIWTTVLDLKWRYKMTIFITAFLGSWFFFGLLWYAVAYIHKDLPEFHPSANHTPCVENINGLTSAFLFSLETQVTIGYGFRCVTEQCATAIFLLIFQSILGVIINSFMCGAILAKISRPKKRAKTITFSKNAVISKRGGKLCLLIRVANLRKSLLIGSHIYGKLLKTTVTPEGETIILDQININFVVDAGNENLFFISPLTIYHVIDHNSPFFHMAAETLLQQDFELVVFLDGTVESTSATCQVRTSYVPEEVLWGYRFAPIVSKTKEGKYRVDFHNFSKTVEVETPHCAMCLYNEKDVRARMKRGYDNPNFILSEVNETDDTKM
SRC2 TRFRET art – flags TR-FRET format artefacts in PPARgamma SRC-2 recruitment agonist screen. TR-FRET artefact counter-screen; active compounds read high. TR-FRET ratio at 8 µM. actives 0.4% (n = 200,000); in the data active = TR-FRET ratio above about 2000; also: inactives centre near 1500
STAT3 blocker – STAT3 signaling inhibition; U3A cells, IL-6 STAT3-luciferase reporter, luminescence; host cell line lacks STAT1; inhibition, % at 5.5 µM; actives 0.89% (n = 190,000);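 active = inhibition above the mean inhibition across all screened compounds plus 3 SD, cut at about 44% in these data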;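 also: 0% = DMSO only wells and 100% = 100 µM nifuroxazide control wells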
TNAP act hiacc – TNAP (human) activation, high acceptor; purified TNAP, CDP-star luminescence, 1 M DEA, 30 min; active compounds read high; 0 = EDTA background, 1 = DMSO-only activity; P05186; 200,000 tested, under 10 active; activation factor at 20 µM;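 active = activation factor at least 2 at 20 µM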
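Dosing: 20 µM single point. System: human TNAP. Amount: TNAP 1/800 final. Incubation: 30 min, room temperature. Read-out: TNAP activation factor scaled between EDTA and DMSO control wells. Signal: luminescence from CDP-star hydrolysis. Medium: 1 M DEA, pH 9.8, Mg2+, Zn2+. Control set: EDTA negative control, DMSO positive control.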
STAT1 inh – reduces IFN-gamma driven STAT1 reporter signal; NIH 3T3 STAT1-luciferase reporter, luminescence; actives 0.35% (n = 200,000); inhibition, % at 5.5 µM; AID 920;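 active = inhibition above a set limit, the mean inhibition across all tested compounds plus 3 SD, cut at about 34% in these data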;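 also: 0% = IFN-gamma with DMSO and 100% = IFN-gamma with 300 µM nifuroxazide; values of inactives mirror those of a sister screen read the other way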
PPARg SRC3 recr – promotes SRC-3 coactivator recruitment by human PPARgamma; actives 0.26% (n = 200,000); activation, % at 8 µM; P37231; biochemical PPARgamma/SRC-3 coactivator recruitment assay; in the data active = activation above about 23%;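 also: 0% = DMSO and 100% = reference agonist; some compounds past the cut are filed as inactive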
PPARg SRC1 recr – PPARgamma-driven SRC-1 recruitment agonism; P37231; PPARgamma-SRC-1 coactivator recruitment biochemical assay; activation, % at 8 µM; actives 0.41% (n = 200,000); AID 631; in the data active = activation above about 19%;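 also: 0% = DMSO and 100% = reference agonist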
An asterisk follows results filed as active; · = no result given.

SMILES	STAT3 activator	bIAP activator	bIAP inh	PPARg SRC2 recr	ROMK mod	SRC2 TRFRET art	STAT3 blocker	TNAP act hiacc	STAT1 inh	PPARg SRC3 recr	PPARg SRC1 recr
O=C(CC(O)(C(F)(F)F)C(F)(F)F)Nc1ccc(Cl)c(Cl)c1	47	0.8	15	9	·	1697	65*	1.1	48*	-2	3
O=C(NC1CCS(=O)(=O)C1)c1cccc(S(=O)(=O)N2CCCCCC2)c1 (stereo unspecified)	97	1	3	6	-0.6	1655	9	1.1	11	6	10
O=C(CN(Cc1cccs1)C(=O)CNS(=O)(=O)c1ccc(F)cc1)NCc1ccco1	100	0.7	28	-1	-1.3	1568	4	1.1	-4	4	2
CCCCNC(=O)CSc1nc2ccsc2c(=O)n1C1CCN(C(=O)OCC)CC1	99	1	4	9	·	1682	5	1.1	-3	9	5
CC(NC(=S)NCCc1ccccc1)C(c1cccs1)N1CCN(Cc2ccccc2)CC1 (stereo unspecified)	99	0.3	·	-6	-1.1	1337	1	1.4	2	-3	-6
O=C(/C(=C/O)N=Nc1ccccc1)c1ccncc1	122	0.5	45	7	-0.34	1625	-18	1	2	-2	2
O=C(c1ccc([N+](=O)[O-])cc1)N1CCSC1c1ccccc1 (stereo unspecified)	89	0.9	8	7	·	1579	17	0.9	15	4	6
CCOC(=O)Cc1csc(NC(=O)/C=C/c2ccc(OC)cc2)n1	75	1	1	1	0.92	1547	36	1	11	6	-3
Oc1ccccc1-c1nc(/C=C/c2ccccc2)nn1-c1ccccc1	94	1	0	-1	·	1737	9	1	-8	6	10
CCOC(=O)N1CCN(C(=O)c2ccc3nc(N4CCCCC4)sc3c2)CC1	105	1.1	-7	2	0.62	1433	-2	1.1	2	8	3
O=C(O)c1nn(CC(=O)N(C2CCCCC2)C2CCCCC2)c(=O)c2ccccc12	102	1	4	-2	1.1	1582	3	1	1	1	1
Cc1ccc(-c2nc3ccccc3c(=O)n2NC(=S)N(C)C)cc1	107	0.7	26	12	·	1450	-5	1	-3	3	4
CCOc1cc2c3c(c1)C1(C(=O)N3C(C)(C)CC2C)C(C#N)=C(N)N2C(=C1C#N)Nc1ccccc12 (stereo unspecified)	103	0.9	9	-3	-0.57	1751	-4	1	6	5	-7
S=C(NCCc1ccc(Cl)cc1)NC1CCCC1	97	0.9	7	6	-1.4	1592	10	1	-10	7	2
CCOC(=O)C1CCN(C(=O)CSc2ccc(Cl)cc2)CC1	100	0.8	19	-1	-0.84	1492	3	1	-6	3	-4
CC(=O)N1CCc2cc3nc(C)cc(C)c3cc21	77	1	4	1	-0.49	1497	28	1	-2	0	2
CC12CN(C(=O)c3ccc(Cl)cc3)C3(C#N)CC1CCC23C (stereo unspecified)	104	1	2	-3	-0.41	1567	-6	1	6	-5	2
CCOC(=O)Cn1c(CN2CCOCC2)nc2c1c(=O)n(C)c(=O)n2C	101	0.9	7	1	·	1596	-1	1	-2	-2	-2
CC1=NN(C(=S)Nc2ccccc2)C(C)(C)C1	96	1	-2	2	-0.21	1616	7	1.1	-4	2	1
CCOC(=O)C1CCCCN1Cc1ccc(F)cc1 (stereo unspecified)	110	1	2	3	0.15	1399	-5	1	2	-5	-4
CCCCn1nnnc1NCc1cccs1	103	0.8	17	7	-0.0068	1329	-2	1	5	-5	1
O=C1CC(c2ccc(S(=O)(=O)NCc3ccccc3)cc2)CN1 (stereo unspecified)	101	0.9	6	5	·	1583	3	1	-2	-3	4
Cc1ccc(/C=N/Nc2nc(C(C)(C)C)cs2)o1	104	0.9	5	3	1.1	1534	-2	1	-27	8	3
O=C(COC(=O)CNS(=O)(=O)c1ccccc1)Nc1ccc(Cl)cn1	107	1	-4	2	-2.2	1376	-1	1	0	-3	-4
CN(C)CCNc1ncnc2ccccc12	99	0.6	37	-1	·	1350	10	1	6	-6	-1

6 records drawn at random from the list so far:
SMILES	STAT3 activator	bIAP activator	bIAP inh	PPARg SRC2 recr	ROMK mod	SRC2 TRFRET art	STAT3 blocker	TNAP act hiacc	STAT1 inh	PPARg SRC3 recr	PPARg SRC1 recr
CC(=O)N1CCc2cc3nc(C)cc(C)c3cc21	77	1	4	1	-0.49	1497	28	1	-2	0	2
CCOC(=O)Cc1csc(NC(=O)/C=C/c2ccc(OC)cc2)n1	75	1	1	1	0.92	1547	36	1	11	6	-3
CCCCn1nnnc1NCc1cccs1	103	0.8	17	7	-0.0068	1329	-2	1	5	-5	1
CC(NC(=S)NCCc1ccccc1)C(c1cccs1)N1CCN(Cc2ccccc2)CC1 (stereo unspecified)	99	0.3	·	-6	-1.1	1337	1	1.4	2	-3	-6
O=C(COC(=O)CNS(=O)(=O)c1ccccc1)Nc1ccc(Cl)cn1	107	1	-4	2	-2.2	1376	-1	1	0	-3	-4
CCOC(=O)Cn1c(CN2CCOCC2)nc2c1c(=O)n(C)c(=O)n2C	101	0.9	7	1	·	1596	-1	1	-2	-2	-2

Carrying on:
SMILES	STAT3 activator	bIAP activator	bIAP inh	PPARg SRC2 recr	ROMK mod	SRC2 TRFRET art	STAT3 blocker	TNAP act hiacc	STAT1 inh	PPARg SRC3 recr	PPARg SRC1 recr
O=C(CCSCCc1ccccn1)Nc1cccc([N+](=O)[O-])c1	107	0.9	15	5	·	1529	-7	1	2	-1	9
Cc1c(C(=O)N2CCC(Cc3ccccc3)CC2)sc2ncnc(N3CCC(C)CC3)c12	97	1.1	-9	-3	-0.85	1510	6	1.1	7	-3	4
CCN(CC)CCN1C(=O)C(=O)/C(=C(/O)c2ccccc2)C1c1ccccc1F (stereo unspecified)	93	0.8	18	-3	·	1570	15	1	-5	10	5
Cc1ccc(S(=O)(=O)N2CCOCC2)cc1NC(=O)COC(=O)c1cc(=O)c2ccccc2o1	99	1	-2	8	0.72	1597	10	1	-2	-2	3
CC(C)(CO)NCc1ccccc1OCC(=O)Nc1ccccc1	100	1.1	-7	4	0.00071	1730	2	1	-6	5	8
CC(C)c1ccc(NC(=O)C2CCCCC2C(=O)O)cc1 (stereo unspecified)	62	0.9	9	-2	·	1510	50*	1	2	-6	-9
CCN(CC)CCN1C(=O)c2ccccc2NC1c1cc(OC)c(OC)c(OC)c1 (stereo unspecified)	101	1.1	-7	-3	0.26	1179	-1	1.1	-6	1	2
CC(C)N(C(=O)CSc1nnc(NC(=O)Cc2cccs2)s1)C(C)C	108	1	-2	7	-0.00082	1604	-2	1.1	-2	0	5
CC(=O)Nc1nc(C)nc(C)c1C(C)=O	112	1	3	4	0.71	1466	-11	1	-7	-1	7
Cc1cc(C)nc(NC(=O)Cc2ccc(Br)cc2)n1	100	1	0	-5	-0.13	1685	9	1.1	7	5	-2
O=c1[nH]c(CN2CCOCC2)nc2ccccc12	101	1	2	-3	1.1	1347	0	1	-3	0	1
COc1cc(NC(=O)c2cccnc2Sc2ccc(Cl)cc2)cc(OC)c1OC	98	0.8	20	-1	1.9	1605	0	1	-11	5	-14
COc1ccc(C(=O)COc2ccc(F)cc2)c(O)c1C	91	0.9	6	-7	·	1451	15	1.1	-10	1	-2
Cc1nn(-c2ccccc2)c(N)c1N=Nc1cccnc1	89	0.9	9	11	0.13	1701	15	1	-37	-4	1
Nc1ncc2c(n1)-c1ccccc1CC2	88	1	-3	2	0.85	1458	17	1	-9	-4	2
O=C(Cn1cnc2scc(-c3ccccc3)c2c1=O)NCc1ccco1	102	0.9	7	-2	-1.2	1468	3	1.1	-4	5	-6
O=C(CNC(=O)c1ccccc1Cl)Nc1ccc(F)cc1	79	0.8	19	0	·	1657	28	0.9	-1	0	9
CCCCCN(C(=O)NC(=O)Nn1cnnc1)S(C)(=O)=O	107	1	-2	6	1.3	1687	-4	1	-3	-1	6

4 of the entries above in order of the PPARg SRC1 recr value, falling:
SMILES | STAT3 activator | bIAP activator | bIAP inh | PPARg SRC2 recr | ROMK mod | TNAP act hiacc | STAT1 inh | PPARg SRC3 recr | PPARg SRC1 recr
O=C(CNC(=O)c1ccccc1Cl)Nc1ccc(F)cc1 | 79 | 0.8 | 19 | 0 | · | 0.9 | -1 | 0 | 9
Cc1c(C(=O)N2CCC(Cc3ccccc3)CC2)sc2ncnc(N3CCC(C)CC3)c12 | 97 | 1.1 | -9 | -3 | -0.85 | 1.1 | 7 | -3 | 4
CCN(CC)CCN1C(=O)c2ccccc2NC1c1cc(OC)c(OC)c(OC)c1 (stereo unspecified) | 101 | 1.1 | -7 | -3 | 0.26 | 1.1 | -6 | 1 | 2
Cc1nn(-c2ccccc2)c(N)c1N=Nc1cccnc1 | 89 | 0.9 | 9 | 11 | 0.13 | 1 | -37 | -4 | 1
